Screens deposited in PubChem BioAssay by several laboratories.
SUMO Mot1 rescue: SUMOylation pathway inhibition by Mot1-301 growth rescue | S. cerevisiae Mot1-301 growth rescue, ATP luminescence, 38.5C; percent above DMSO median, 100 means doubled | growth rescue, % at 18.8 µM | actives 1% (n = 320,000) | AID 2716;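 active = every valid replicate shows activation above 250% relative to neutral control wells; inactive = the rest, any valid replicate at or below 250%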;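 note: OY570 slx delta 5 strain wells were the positive control but not used for scaling; some compounds called inactive have numbers as strong as hits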
PKA-R2B activ: PKA-R2B complex activation | PKA-R2B holoenzyme dissociation, Cy5-IP20 fluorescence polarization; R2B truncated from residue 108, S112A mutant; 0% DMSO only, 100% 113 µM cGMP | actives 0.079% (n = 340,000) | P22694+P31323 | activation, % at 11.4 µM | AID 504700;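 active = activation above a cutoff set at the mean over all compounds plus 3 SD, cut at about 18% in these data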;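 note: higher means more holoenzyme dissociation and a rise in polarization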
Target sequence (P31323 whole entry, looked up, other chains not shown, the tested form may be a part): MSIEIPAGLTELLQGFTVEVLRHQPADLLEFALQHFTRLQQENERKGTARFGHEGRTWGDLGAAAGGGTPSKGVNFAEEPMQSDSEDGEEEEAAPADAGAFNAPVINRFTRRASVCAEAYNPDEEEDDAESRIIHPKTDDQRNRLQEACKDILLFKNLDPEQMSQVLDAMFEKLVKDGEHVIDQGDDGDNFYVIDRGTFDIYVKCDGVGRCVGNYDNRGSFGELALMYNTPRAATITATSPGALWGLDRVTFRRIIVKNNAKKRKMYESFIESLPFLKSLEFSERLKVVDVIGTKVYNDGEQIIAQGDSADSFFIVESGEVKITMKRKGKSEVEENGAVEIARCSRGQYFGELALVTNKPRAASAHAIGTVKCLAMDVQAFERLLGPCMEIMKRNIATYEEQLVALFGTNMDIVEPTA
CDK5 inh: CDK5/p35 (human) kinase inhibition | Q00535+Q15078 | Recombinant CDK5/p35, ADP-Glo luminescence, 60 min | inhibition, % at 10 µM | actives 0.01% (n = 330,000);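 active = highest replicate inhibition of at least 50% and at least 75% of replicates reaching 50%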;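 note: plate controls were DMSO neutral control for no effect and GW8510 at 10 µM for full effect; many of its hits are not listed in these tables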
Ecoli viability: counter-screen for AddAB inhibitors: E. coli growth inhibition; E. coli V3065 growth, OD600 absorbance, 18 h; inhibition, % at 11.9 µM; actives 0.27% (n = 330,000);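 active = inhibition above the campaign's mean inhibition across all tested compounds plus 3 SD, cut at about 9.9% in these data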;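 note: uninfected addAB+ strain grown without phage in ampicillin broth; 0% = DMSO wells and 100% = ciprofloxacin 0.95 µg/ml wells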
HTR5A ag: activates human HTR5A in OPRM1-OPRD1 agonist counter-screen; activation, % at 9.3 µM; actives 0.61% (n = 340,000); AID 504692; HTR5A agonist assay, luminescence, cell-based; in the data active = activation mostly above about 9.5%, no sharp cut-off; inactive = mostly below about 7.6%;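 note: 0% = cells with vehicle only and 100% = reference agonist; strong numbers were not always called active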
phage Ecoli inh: E. coli growth loss with phage present. actives 0.26% (n = 360,000). inhibition, % at 11.9 µM. growth absorbance; in the data active = inhibition above about 11%
DAGLB inh: diacylglycerol lipase beta (human) inhibition | Q8NCG7 | HEK293T DAGLB membrane lysate, EnzChek fluorogenic substrate | inhibition, % at 5.17 µM | actives 0.059% (n = 340,000); in the data active = inhibition above about 34%;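 note: 0% = enzyme with vehicle and 100% = wells lacking enzyme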
Target sequence (Q8NCG7 whole entry, looked up): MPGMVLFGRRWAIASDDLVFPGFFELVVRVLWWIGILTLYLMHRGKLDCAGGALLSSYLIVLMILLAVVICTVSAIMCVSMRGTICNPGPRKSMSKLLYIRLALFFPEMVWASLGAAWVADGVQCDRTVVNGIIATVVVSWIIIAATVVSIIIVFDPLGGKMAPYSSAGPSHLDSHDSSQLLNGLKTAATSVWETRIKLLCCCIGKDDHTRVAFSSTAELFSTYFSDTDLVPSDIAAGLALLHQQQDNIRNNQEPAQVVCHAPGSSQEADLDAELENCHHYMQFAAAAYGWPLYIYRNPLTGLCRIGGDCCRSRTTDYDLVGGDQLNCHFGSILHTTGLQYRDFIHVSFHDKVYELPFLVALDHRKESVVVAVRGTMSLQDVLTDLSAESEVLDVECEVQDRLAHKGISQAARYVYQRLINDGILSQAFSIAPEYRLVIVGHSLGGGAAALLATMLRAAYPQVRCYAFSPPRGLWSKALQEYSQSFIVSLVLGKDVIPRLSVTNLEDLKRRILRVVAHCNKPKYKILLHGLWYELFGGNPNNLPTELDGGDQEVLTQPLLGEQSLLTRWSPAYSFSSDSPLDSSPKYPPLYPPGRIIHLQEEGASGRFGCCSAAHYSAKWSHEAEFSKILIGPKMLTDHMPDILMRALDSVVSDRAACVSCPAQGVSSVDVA
AddAB inh: less growth of phage-infected E. coli with AddAB; E. coli expressing H. pylori AddAB, absorbance growth; inhibition, % at 11.9 µM; actives 0.29% (n = 330,000); AID 435030; in the data active = inhibition above about 12%;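 note: 0% = vehicle wells of infected cells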
PKA-R1A activ: PKA-R1A complex activation; P00514+P68181; activation, % at 11.4 µM; actives 0.083% (n = 340,000); PKA-R1A dissociation, Cy5-IP20 fluorescence polarization; scaled: DMSO 0%, 113 µM cGMP 100%;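 active = percent activation above the mean of all tested compounds plus 3 SD, cut at about 19% in these data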;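 note: higher means more PKAc released from R1A so a rise in polarization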
Tat export inh: blocks Tat-dependent protein export in E. coli. inhibition, % at 10 µM. actives 0.036% (n = 340,000). E. coli MC4100 TorA-mCherry Tat export, fluorescence;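 active = mean replicate inhibition at least 50% and at least half of replicates individually reaching 50%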;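 note: exported cargo escapes ClpAP degradation while cytoplasmic cargo is degraded and loses fluorescence; 0% = median of neutral control wells and 100% = median of NaSCN control wells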
HTR5A inv ag: counter-screen for OPRM1-OPRD1 inverse agonists: human HTR5A inverse agonism | P47898 | HTR5A cell line, luminescence | inhibition, % at 9.3 µM | actives 0.083% (n = 340,000); in the data active = inhibition mostly above about 23%, no sharp cut-off; inactive = mostly below about 18%;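 note: 0% = cells with DMSO and 100% = no-cell wells with DMSO; some compounds called inactive have numbers as strong as hits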
An asterisk follows results filed as active; nt = not tested or not shown.

SMILES	SUMO Mot1 rescue	PKA-R2B activ	CDK5 inh	Ecoli viability	HTR5A ag	phage Ecoli inh	DAGLB inh	AddAB inh	PKA-R1A activ	Tat export inh	HTR5A inv ag
CCc1c(C)nc2cc(-c3cc(OC)cc(OC)c3)nn2c1N1CCCC1	126	-9	-3.5	-3.0	5	0.9	-15	1.6	-2	16	-13
O=c1cc(-c2ccccc2)nc(SCc2ccccc2F)[nH]1	208	-1	-0.4	0.2	7	4.0	-1	-5.2	7	-1	-8
Cc1cc(C)c(S(=O)(=O)c2ccccc2C)c(SCC(C)C)n1	90	4	0.3	-2.8	-5	-0.1	-9	1.1	-1	-15	10
Cc1cnc(NC(=O)CSc2nnc(COc3c(C)cccc3C)o2)s1	87	2	-1.3	-1.9	2	1.5	-2	3.3	0	3	-4
C=CCOC(=O)C1=C[C@@H](c2ccccc2)C[C@@H](OCc2ccc(CO)cc2)O1	1	0	0.0	2.3	1	2.3	-7	-0.6	-4	6	9
COc1cccc(CN(CC(=O)NC2CCCC2)C(=O)c2csnn2)c1	-5	-10	-0.1	2.8	-2	-0.8	0	5.4	-3	-2	-4
CC1CCN(c2ccccc2NC(=S)NC(=O)c2ccco2)CC1	1	3	0.7	2.9	-4	2.6	-11	1.3	-5	4	8
COc1ccccc1C(=O)Nc1ccccc1N1CCOCC1	124	4	-0.7	0.6	-3	1.4	-3	2.2	-6	-8	9
CCC(=O)Nc1ccnc(-c2cccnc2)n1	14	-8	0.3	0.8	1	3.9	2	1.2	-9	-13	-37
O=C(Nc1ccc2c(c1)OCCO2)c1cccnc1	167	-14	-0.3	-3.4	-4	2.7	2	2.7	-14	16	-14
Cc1ccc(/C=N/NC(=O)CC(=O)NCc2cccnc2)cc1	-1	-2	-1.4	-0.2	3	0.3	2	0.1	-2	-2	9
COc1ccccc1N1CCN(C(=O)c2cc3c(-c4ccc(Cl)cc4)nn(C)c3s2)CC1	-1	2	0.8	-1.3	4	1.7	-1	3.9	-3	3	-13
O=C(CN1CCC(Cc2ccccc2)CC1)NC(=O)NCc1ccccc1	2	1	-1.0	-1.8	-1	3.8	-1	1.6	5	8	28
COc1cccc(NC(=O)C2CCN(S(=O)(=O)c3ccc4c(c3)C(C)(C)C(=O)N4C)CC2)c1	-19	2	-4.0	-0.7	3	0.7	-2	2.1	-3	3	-10
Clc1cccc(Cl)c1CSc1nnc2ccccn12	433	-4	0.9	3.7	9	4.5	3	1.2	-1	7	18
CCN(CC)CCNC(=O)c1ccc(NC(=O)C2CC(=O)N(CCc3ccc(OC)c(OC)c3)C2)cc1 (stereo unspecified)	24	1	0.8	2.3	-11	2.2	-1	0.6	6	-6	27
CC(C)CNC(=O)c1cccc(NC(=O)c2ccccc2-c2ccccc2C(=O)O)c1	3	-17	0.7	-1.9	-3	1.6	2	1.3	-12	-3	9
Cc1cc(NS(=O)(=O)c2ccc(NC(=O)c3ccc([N+](=O)[O-])s3)cc2)nc(C)n1	-5	2	1.1	-1.7	-3	3.1	3	-0.5	2	3	7
COC(=O)CN1C(=O)N/C(=C/c2ccc(OC)c(C)c2OC)C1=O	19	3	0.3	-0.5	-2	-1.5	0	1.9	-11	-1	20
CCc1ccc2cccc3c2c1N=CN3C	-4	-3	-0.4	-2.3	3	2.3	2	0.5	-11	-2	-3
Cn1c(=O)oc2cc(S(=O)(=O)N3CCCC(C(=O)NCc4ccc5c(c4)OCO5)C3)ccc21 (stereo unspecified)	-11	-8	0.3	0.1	-1	2.5	2	-0.7	-8	1	2
CC(c1ccccc1)n1cnc2ccccc21 (stereo unspecified)	-3	-8	3.6	-0.3	3	3.3	-2	2.3	-2	2	-8
CC(OC(=O)c1cc(=O)[nH]c2ccccc12)C(=O)N1C(C)CCCC1C (stereo unspecified)	nt	4	-2.4	1.3	-6	0.1	1	4.2	2	2	8
Nc1nc(C(=O)N2CCOCC2)nn1S(=O)(=O)c1ccccc1	-10	-6	-3.8	-0.6	-2	1.2	-2	3.0	3	-14	5
COCCn1nnnc1SCC(=O)c1ccccc1	148	2	-0.7	2.1	0	0.5	-2	3.7	4	-2	15

The list goes on:
SMILES	SUMO Mot1 rescue	PKA-R2B activ	CDK5 inh	Ecoli viability	HTR5A ag	phage Ecoli inh	DAGLB inh	AddAB inh	PKA-R1A activ	Tat export inh	HTR5A inv ag
O=C1CCC[C@@H]2Cc3[nH]c4c(Cl)ccc(Cl)c4c3[C@@H]3CCN1[C@H]23	-4	4	0.9	-0.3	0	0.0	1	3.4	0	0	-1
CC(C)Oc1cccc(C(=O)Nc2ccc(CN3CCOCC3)cc2)c1	17	-2	-0.1	-2.4	5	0.5	2	2.2	-5	-1	-14
Cc1cc(-c2onc(C)c2C(=O)O)no1	-5	2	1.7	-1.0	1	1.4	-1	-1.2	2	4	13
COC(=O)C(O)(CC(=O)Nc1ccc(Cl)cc1F)C(F)(F)F (stereo unspecified)	95	2	-0.7	-2.0	7	1.5	2	4.2	-1	6	-6
CCN(CC(=O)NCc1cccs1)C(=O)c1cccc(S(=O)(=O)N2CCc3ccccc32)c1	2	4	0.5	-0.3	0	-0.3	1	-1.3	4	-9	5
Cc1ccc(NNC(=O)c2cc(C)on2)c(C)c1	4	-8	0.1	1.8	3	3.4	2	0.8	-4	-14	-17
Cn1nc(-c2ccc(S(N)(=O)=O)s2)cc1C(F)(F)F	-9	1	2.3	-3.0	1	0.8	-4	0.4	-11	14	1
CN(C)c1ccc(/C=N\NC(=O)c2ccc(Cn3cc(Cl)cn3)cc2)cc1	17	-6	0.0	2.5	0	2.3	0	0.3	-2	3	-1
Oc1ccc(C=NNC(=S)Nc2cccnc2)nc1	nt	-8	0.0	nt	-2	21*	-4	nt	6	1	6
O=C(COC(=O)c1ccc(S(=O)(=O)N2CCCCC2)cc1)Nc1ccccc1	-17	-2	0.6	-2.5	3	-1.4	-2	-4.2	-12	-8	-8
Cc1cccc(C)c1NC(=O)N1C2CCC1CC(O)(c1cccnc1)C2 (stereo unspecified)	-6	0	1.3	0.9	-4	1.5	-4	0.3	-9	1	11
O=C(c1cc2cc(F)ccc2[nH]1)N1CCc2ccccc2C1	38	-1	-0.3	-0.6	0	4.8	0	0.0	11	5	2
CSc1ccc(CNc2nc3ccccc3n3cnnc23)cc1	75	-12	-0.4	0.3	2	1.2	0	4.9	-13	1	15
CSc1ccccc1NC(=O)C1CC(c2ccccc2O)=NO1 (stereo unspecified)	-3	-19	1.5	0.9	-3	1.1	-5	0.3	-14	-1	7
O=C(NCCN1CCCCC1)c1ccco1	-4	-2	-1.0	3.2	4	0.9	3	1.9	-5	4	0
O=C1NC(=S)NC1=Cc1ccc2c(c1)CCC2	nt	-14	-0.6	nt	-1	2.2	7	nt	2	-5	4
COc1ccc(-c2nn(-c3ccccc3)cc2C(=O)N(C)CC(=O)Nc2ccc(N3CCOCC3)cc2)cc1	0	-3	1.3	1.5	4	3.1	-2	-0.3	-14	10	7
Cc1cc(C(=O)OCC(=O)Nc2cc(S(=O)(=O)N(C)C)ccc2C)c2ccccc2n1	-2	0	-1.2	-2.2	2	0.0	1	4.8	-4	3	7
COc1ccccc1-n1cnnc1SCC(=O)NCc1cccs1	-4	-2	0.8	0.1	-2	2.5	-5	5.0	-12	1	6
COc1ccc(S(=O)(=O)N(C(=O)c2ccco2)c2cc3sc(=O)oc3c3ccccc23)cc1	-18	-6	0.0	-2.2	7	1.1	0	0.7	7	23	-23
COc1ccccc1CNC(=O)COC(=O)/C=C/c1ccc(OC(F)F)c(OC)c1	282	-8	1.3	-0.8	2	2.5	-1	0.9	-9	-5	-6
CCCCn1c(N)c(N(CC(C)C)C(=O)C2CCC2)c(=O)[nH]c1=O	4	8	-1.7	-0.2	7	1.2	0	1.4	0	-6	-16
Cc1cccc(C(=O)N[C@H](C(=O)NCCc2ccc(Cl)cc2)C(C)C)c1	-8	2	-0.2	-0.4	0	1.2	2	1.1	-1	11	17
Cc1cccc(NC(=O)c2cc(-c3ccccn3)nc3ccccc23)c1C	61	-8	-1.0	1.4	-3	0.6	-3	-0.4	-4	1	20
COc1cccc(/C(O)=C2/C(=O)C(=O)N(Cc3ccco3)C2c2ccncc2)c1 (stereo unspecified)	106	-8	-1.0	-0.5	-6	-0.5	-2	2.6	0	-6	11

Taken from the entries so far, 6 compounds:
SMILES	SUMO Mot1 rescue	PKA-R2B activ	CDK5 inh	Ecoli viability	HTR5A ag	phage Ecoli inh	DAGLB inh	AddAB inh	PKA-R1A activ	Tat export inh	HTR5A inv ag
O=C1CCC[C@@H]2Cc3[nH]c4c(Cl)ccc(Cl)c4c3[C@@H]3CCN1[C@H]23	-4	4	0.9	-0.3	0	0.0	1	3.4	0	0	-1
CC(C)Oc1cccc(C(=O)Nc2ccc(CN3CCOCC3)cc2)c1	17	-2	-0.1	-2.4	5	0.5	2	2.2	-5	-1	-14
Cc1cc(-c2onc(C)c2C(=O)O)no1	-5	2	1.7	-1.0	1	1.4	-1	-1.2	2	4	13
COC(=O)C(O)(CC(=O)Nc1ccc(Cl)cc1F)C(F)(F)F (stereo unspecified)	95	2	-0.7	-2.0	7	1.5	2	4.2	-1	6	-6
CCN(CC(=O)NCc1cccs1)C(=O)c1cccc(S(=O)(=O)N2CCc3ccccc32)c1	2	4	0.5	-0.3	0	-0.3	1	-1.3	4	-9	5
Cc1ccc(NNC(=O)c2cc(C)on2)c(C)c1	4	-8	0.1	1.8	3	3.4	2	0.8	-4	-14	-17

Further entries follow.
SMILES	SUMO Mot1 rescue	PKA-R2B activ	CDK5 inh	Ecoli viability	HTR5A ag	phage Ecoli inh	DAGLB inh	AddAB inh	PKA-R1A activ	Tat export inh	HTR5A inv ag
COc1ccc(CCNC(=O)C2CC(c3ccc(C(F)(F)F)cc3)=NO2)cc1 (stereo unspecified)	9	-2	-0.1	0.2	0	2.5	-1	-0.2	0	-3	-12
CCCc1sc(N2CCCC(C(N)=O)C2)nc1-c1ccccc1 (stereo unspecified)	8	-11	-6.8	0.9	10	-0.9	3	2.0	6	-4	-15
COc1ccc(NC(=O)CN2CCN(S(=O)(=O)c3ccc(F)cc3)CC2)cc1Cl	-5	-7	-0.3	-3.7	-4	1.2	0	5.0	-6	-7	8
O=C(Nc1nc2ccccc2[nH]1)c1ccc(F)cc1	-13	-3	0.5	-2.2	-1	-0.7	0	-3.9	1	3	9
CN(C)c1ccc(NC(=O)c2ccc3nc[nH]c3c2)cc1	-9	-4	2.8	1.3	1	-1.7	2	0.2	-9	-3	-5
Cc1cc(C)cc(OCC(=O)NNC(=O)C2CCCO2)c1 (stereo unspecified)	9	-3	0.4	-4.5	2	3.7	1	-0.9	-2	-7	-5
